Mtb RmlCD inh = inhibitors of Mycobacterium tuberculosis RmlC and RmlD coupled enzymes; 160,000 compounds, 0.03% hits; RmlC+RmlD coupled enzyme assay, percent inhibition; primary screen in compound mixtures; inhibition, % at 3.6 µM; P9WH09+P9WH11; in the data active = inhibition mostly above about 34%, no sharp cut-off; also: some results filed as inactive read as strong as hits
Target sequence (P9WH09 whole entry, looked up): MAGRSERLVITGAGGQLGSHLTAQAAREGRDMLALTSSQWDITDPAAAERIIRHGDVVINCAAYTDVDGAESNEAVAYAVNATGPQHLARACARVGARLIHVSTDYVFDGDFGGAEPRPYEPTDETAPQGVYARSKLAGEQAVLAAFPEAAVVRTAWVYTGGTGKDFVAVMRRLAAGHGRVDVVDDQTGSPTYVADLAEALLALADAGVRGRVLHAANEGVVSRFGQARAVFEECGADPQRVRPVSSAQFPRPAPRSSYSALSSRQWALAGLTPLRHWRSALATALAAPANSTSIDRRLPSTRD
Target sequence (P9WH11 whole entry, looked up): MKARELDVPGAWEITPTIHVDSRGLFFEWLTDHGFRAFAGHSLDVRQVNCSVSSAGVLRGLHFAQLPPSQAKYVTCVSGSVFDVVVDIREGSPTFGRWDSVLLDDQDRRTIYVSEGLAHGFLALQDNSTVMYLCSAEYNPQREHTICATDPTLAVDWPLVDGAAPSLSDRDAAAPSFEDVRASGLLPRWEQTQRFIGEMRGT
M. tuberculosis GlmU = inhibition of mycobacterial GlmU enzyme – biochemical, glucosamine-1-phosphate acetyltransferase (AID 1376) | M. tuberculosis GlmU acetyltransferase enzyme assay; higher % means a stronger effect | one-dose inhibition, %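 (tested at 30 µM in the primary screen)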; IC50 in µM for titrated hits | 220,000 compounds, 0.25% hits; in the data active = inhibition above about 13%;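 also: 0% = complete reaction with vehicle and 100% = reaction without substrate; strong numbers were not always called active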
* marks the source's active call; other numbers are inactive results; / = not tested or not shown. The list is partial; count on the stated rates, not on these rows.

The line under a structure holds: Mtb RmlCD inh, M. tuberculosis GlmU
CCCCOc1ccc(C(=O)NCC(=O)OC2CCOC2=O)cc1 (centres undefined)
  9, /
O=C(OCCN1CCN(c2ncc(C(F)(F)F)cc2Cl)CC1)c1ccc(F)cc1
  -3, 3.2%
C=CCn1c(SCC(=O)NC2CCS(=O)(=O)C2)nnc1-c1ccncc1 (centres undefined)
  4, 4.5%
COc1cccc(NC(=O)CN(c2cccc(OC)c2)S(C)(=O)=O)c1
  -15, -4.1%
CC(C)Oc1ccccc1C1Nc2ccccc2C(=O)N1c1ccc2c(c1)OCCO2 (centres undefined)
  -10, -0.2%
COc1ccc(C2C(=O)N(CCc3ccccc3)CC(=O)N2C2CCCC2)cc1 (centres undefined)
  10, -0.7%
O=C(Cn1c(C(=O)N2CCN(C3CCCCC3)CC2)cc2sccc21)c1ccccc1
  3, 5.4%
COc1cccc(Cn2c(NCc3cccnc3)nc3c2c(=O)n(C)c(=O)n3C)c1
  5, -0.2%
Cc1nc(Cl)sc1C(=O)Nc1ccccc1
  9, 5.8%
COCCSc1nnc(NC(=O)C2CC(=O)N(c3ccc(OC)cc3)C2)s1 (centres undefined)
  -16, /
O=C(NNc1c(Cl)cccc1Cl)c1sccc1Cl
  /, 1.9%
O=C(/C=C/c1ccc(O)c(O)c1)c1ccc(S(=O)(=O)N2CCCCCC2)cc1
  -11, 4.9%
COc1ccccc1C1CC(c2ccc(C)cc2)Nc2ncnn21 (centres undefined)
  -5, -1.6%
Cc1ccc(NC(=O)C2CCCN(S(=O)(=O)c3c(C)noc3/C=C/N(C)C)C2)cc1F (centres undefined)
  7, 2.2%
COc1cc(CO)ccc1Oc1nc2ccccc2n2cnnc12
  -7, -3.2%
CCOC(=O)Nc1ccc2c(c1)ncn2C1CCCCC1
  /, -2.6%
COc1ccccc1Nc1nc(N)nc(CSC(=S)N2CCOCC2)n1
  -5, 2.0%
O=C(NCCc1ccccc1)c1nc2ncccn2n1
  -11, -1.2%
COc1ccc(C2=NOC(C)(c3nnc(Cc4ccccc4)o3)C2)cc1 (centres undefined)
  /, -0.3%
COc1cccc(C(=O)OC2CCCN(C)C2)c1 (centres undefined)
  -11, 1.1%
CCc1c(C)nc2ncnn2c1Nc1ccc(C#N)c(Cl)c1
  -3, 6.2%
CCOC(=O)C1=C(C)N=C2SC(CC)C(=O)N2C1c1cccc(F)c1 (centres undefined)
  /, -0.9%
O=C(OCc1ccccc1)C1CCCN1C(=O)c1ccccc1[N+](=O)[O-] (centres undefined)
  /, -4.0%
O=C(/C=C/c1ccccc1)N1c2ccccc2Sc2ccc(C(F)(F)F)cc21
  5, -0.9%
COc1cc(C(O)P(=O)(OCC(C)C)OCC(C)C)cc(OC)c1OC (centres undefined)
  /, 2.2%
O=C(Nc1ccc(Cl)cc1C(=O)N1CCOCC1)c1cccc([N+](=O)[O-])c1
  /, 1.6%
CCc1ccc(NC(=O)CNC(=O)c2cn(-c3ccccc3OC)c(=O)c3ccccc23)cc1
  /, 1.6%
CC[C@H](C)[C@H](NC(N)=O)C(=O)Nc1ccc(C)cc1
  8, 1.2%
CC(=O)Nc1ccccc1OCC(=O)NCCC1=CCCCC1
  -12, -2.1%
CC(=O)c1ccc(Nc2c3c(nc4ccccc24)CCCC3)cc1
  /, 9.7%

Structures above that have fluorine, in the order listed:
The line under a structure holds: Mtb RmlCD inh, M. tuberculosis GlmU
O=C(OCCN1CCN(c2ncc(C(F)(F)F)cc2Cl)CC1)c1ccc(F)cc1
  -3, 3.2%
Cc1ccc(NC(=O)C2CCCN(S(=O)(=O)c3c(C)noc3/C=C/N(C)C)C2)cc1F (centres undefined)
  7, 2.2%
CCOC(=O)C1=C(C)N=C2SC(CC)C(=O)N2C1c1cccc(F)c1 (centres undefined)
  /, -0.9%
O=C(/C=C/c1ccccc1)N1c2ccccc2Sc2ccc(C(F)(F)F)cc21
  5, -0.9%

(next part)
The line under a structure holds: Mtb RmlCD inh, M. tuberculosis GlmU
COc1ccccc1-n1c(-c2cn(C)nc2C)n[nH]c1=S
  3, 6.6%
Cc1ccc(CNC(=O)CCC(=O)Nc2nnc(C3CCCCC3)s2)cc1
  /, -0.5%
Cc1noc(C)c1CSc1nnc2scc(-c3ccc(Cl)cc3)n12
  12, 1.3%
CC(C)OC(=O)CSc1nnc(-c2ccc([N+](=O)[O-])cc2)o1
  /, 1.2%
COc1ccccc1NC(=O)CSc1ccc(-c2cccs2)nn1
  -6, -4.2%
COCCNC(=O)c1onc(CSc2cc(C)ccc2C)c1C(=O)O
  11, 2.2%
CCOc1ccc(-c2nnn(CCC(=O)O)n2)cc1OC
  -6, 4.4%
CC(NC(=O)Cn1cnc2c1c(=O)n(C)c(=O)n2C)c1ccccc1 (centres undefined)
  /, 0.8%
Cc1c(C(=O)NCc2cccnc2)oc2ccc(S(=O)(=O)N3CCCC(C)C3)cc12 (centres undefined)
  9, -5.0%
O=C1c2ccccc2C(=O)N1CCSc1ncn[nH]1
  /, 3.6%
Cc1csc2c(NCCCN3CCOCC3)ncnc12
  0, -6.5%
COC(=O)c1sc2cnccc2c1N
  2, -0.7%
O=c1cc(C(F)(F)F)oc2c1ccc1ccccc12
  /, -4.9%
Cn1c(-c2ccccc2)c(C(=O)CCl)c2ccccc21
  -11, 1.1%
FC(F)(F)c1nc(-c2ccncc2)ncc1-c1nnnn1-c1ccccc1
  /, -3.1%
Cc1ccc(NC(=O)c2ccccc2OCC(=O)c2ccccc2)cc1
  /, 1.6%
COC(=O)CSc1nnc(-c2cccnc2)o1
  21, -3.8%
CCS(=O)(=O)NCC(c1cccnc1)N1CCN(c2ccccc2OC)CC1 (centres undefined)
  /, 1.2%
Cc1ccccc1Cc1c(C)nc2nc(SCC(=O)N3CCC4(CC3)OCCO4)nn2c1C
  /, -2.7%
COc1cc(CNc2ccc(C(=O)O)cc2)cc(Br)c1OCC(=O)NC(C)(C)C
  /, -9.4%
CCOC(=O)C1(CC2CCCCO2)CCN(Cc2nc3ccccc3[nH]2)CC1 (centres undefined)
  -5, -2.5%
Cc1cc(C)cc(NC(=O)Cn2c(=O)oc3cc(S(=O)(=O)N4CCC(C)CC4)ccc32)c1
  15, 1.2%
COc1cccc(CC(NC(C)=O)C(=O)NC2CCN(c3c(Cc4ccccc4)c(C)nc4ncnn34)CC2)c1OC (centres undefined)
  -13, 0.0%
O=C(CCN1C(=O)/C(=C/c2cccc(Br)c2)SC1=S)Nc1cccnc1
  41, -4.8%
COc1cc(/C=N/NC(=O)c2ccncc2)ccc1OC(=O)c1ccc([N+](=O)[O-])cc1
  /, 1.7%
COc1ccc(S(=O)(=O)C(C#N)c2nc3ccccc3nc2N2CCC(C)CC2)cc1 (centres undefined)
  /, -5.3%
CN(C)/C=C1\NC(=S)N(c2ccccc2)C1=O
  -12, 1.2%
CC1C/C(=N/N=C2/NC(=O)CS2)CC(C)(C)C1 (centres undefined)
  /, 5.2%
CN1C(=S)SC(/[N+]([O-])=C/c2ccc(Cl)cc2)C1(C)C (centres undefined)
  10, -3.4%
COC(=O)c1sc(C(F)(F)F)c(-c2ccccc2)c1S(=O)(=O)NC(C)(C)C
  -6, 1.9%
COCCn1c(SCC(=O)Nc2sc(C)c(C)c2C#N)nnc1-c1ccc(OC)cc1
  -1, 11%
COc1ccc(/C=N/N=C2/NC(=O)C(CC(=O)NC(C)C)S2)cc1 (centres undefined)
  -7, -2.1%
CC12CCC(=O)N1C(C(=O)OCC(=O)Nc1cccc(S(=O)(=O)N3CCCCCC3)c1)CS2 (centres undefined)
  3, -7.5%
COCCOc1ccc(C(F)(F)F)cc1NC(=O)COC(=O)c1c(C)noc1C
  -11, 6.0%
CCCC(=O)OCC(=O)Nc1ccc(OC(F)F)cc1
  -9, 6.1%
O=[N+]([O-])c1ccc(O)c(/C=N/n2cnnc2)c1
  -12, -3.8%
CCCCNC(=O)/C=C1\Sc2ccccc2NC1=O
  -14, 1.6%
CC(C)Nc1nc(Oc2ccc(Cl)cc2)cc(C(F)(F)F)n1
  /, 2.0%
COc1ccc(C(=O)NCC2OCCc3ccccc32)cc1OC (centres undefined)
  -13, 4.8%
Clc1ccc(C2=Nn3c(nnc3-c3n[nH]c4c3CCC4)SC2)cc1Cl
  9, 1.8%
CC(C)c1cc(Nc2cccc(O)c2)cc(C(C)C)c1O
  /, -2.4%
Nn1c(SCC(=O)NC2CCCc3ccccc32)nnc1-c1ccc(Cl)cc1Cl (centres undefined)
  -14, 1.6%
O=C(CSc1ccc(-c2ccc(F)cc2)nn1)NCCc1ccccc1
  -11, 3.1%
CC(=O)Nc1ccc(S(=O)(=O)N2CCN(CCC#N)CC2)cc1
  18, 1.0%
Cc1ccc(-c2nc(C#N)c(NCc3cccc4c3OCO4)o2)cc1
  1, 0.0%
COCCCNC(=O)CSc1ccc(Cl)cc1
  -10, /
Cc1ccc(NS(=O)(=O)c2ccc(CCC(=O)NCCO)cc2)cc1
  /, 1.0%
CC1CN(c2nc3c(c(=O)[nH]c(=O)n3C)n2Cc2ccccc2F)CC(C)O1 (centres undefined)
  /, -1.7%
COc1ccc(/C=C\C(=O)CC(O)(c2ccccc2)C(F)(F)F)cc1 (centres undefined)
  -1, 3.2%
O=C(NCC(=O)N(c1ccccc1F)C(C(=O)NCC1CCCO1)c1ccccc1)c1ccco1 (centres undefined)
  19, -0.1%
COc1cccc(NC(=S)N2CCn3c(nc4ccccc43)C2)c1
  -13, 6.3%
CN(CC(=O)Nc1ccc(F)cc1)C(=O)COc1ncnc2ccccc12
  -9, -4.7%
CCCCS(=O)(=O)N1CN(S(=O)(=O)CCCC)C2NC(=O)NC21 (centres undefined)
  7, -1.7%
COc1ccccc1NS(=O)(=O)c1cc(NC(=S)Nc2cc(C)cc(C)c2)ccc1Cl
  /, -0.1%
Cc1ccc(NC(=S)NC(=O)c2ccc(F)cc2)cc1S(=O)(=O)Nc1ccccc1Cl
  /, -8.0%
N=c1oc2ccccc2cc1-c1nc(-c2ccc(Cl)cc2)cs1
  10, 2.4%
CCn1cc(C(=O)OCC(=O)c2ccc(Cl)cc2)c(=O)c2ccc(C)nc21
  3, 3.2%
COc1ccc(OC)c(NC(=O)CCN2CCCC(C)C2)c1 (centres undefined)
  2, 5.7%
O=C(CSc1nnnn1-c1ccccc1)Nc1nsc(-c2ccc(Cl)cc2)n1
  7, 7.2%
CCOc1ccc(NC(C)C(=O)N/N=C/c2cccs2)cc1 (centres undefined)
  /, 1.3%

Full records from above.
Listed for `COc1ccc(C(=O)NCC2OCCc3ccccc32)cc1OC` (centres undefined) : Mtb RmlCD inh = -13; M. tuberculosis GlmU = 4.8%
Listed for `COc1ccc(/C=N/N=C2/NC(=O)C(CC(=O)NC(C)C)S2)cc1` (centres undefined) : Mtb RmlCD inh = -7; M. tuberculosis GlmU = -2.1%

(listing goes on)
The line under a structure holds: Mtb RmlCD inh, M. tuberculosis GlmU
O=C(COC(=O)CNC(=O)c1ccc(Br)o1)Nc1ccccc1OC(F)F
  -15, -1.9%
COc1ccccc1-c1nc(C(N)=O)c2[nH]c(=O)n(-c3cccc(C)c3)c2n1
  -2, -0.5%
COc1cc(CSc2ncn[nH]2)c(OC)cc1CSc1ncn[nH]1
  /, 1.4%
CCC(C)NS(=O)(=O)c1ccc(OCC(=O)N2CCC(C)CC2)cc1 (centres undefined)
  /, -2.1%
CSCCC(N=C(NS(=O)(=O)c1ccc(C)cc1)c1ccccc1)C(=O)O (centres undefined)
  2, -1.4%
COc1ccc(N(CC(O)CN2C(=O)NC(C)(C)C2=O)S(=O)(=O)c2ccc(C)cc2)cc1 (centres undefined)
  20, -0.1%
CCCCS/C(N)=N/N=C/c1ccccc1O
  /, 3.0%
O=C(/C=C/c1ccco1)NCCc1ccccc1
  6, -0.3%
COc1cccc(OC)c1OCC(O)CN1CCN(c2ccccc2)CC1 (centres undefined)
  /, -1.3%
N#C/C(=C/c1cccs1)c1nc2ccccc2[nH]1
  7, 28%
CCNC(=S)Nc1cc(OCC)c(N2CCOCC2)cc1OCC
  3, 1.4%
O=c1[nH]c(=O)n(Cc2ccccc2)c(O)c1C=NCCN1CCNCC1
  20, 1.9%
CC1CCCCN1CCCNC(=O)c1ccc2c(=O)n(CCc3ccccc3)c(=O)[nH]c2c1 (centres undefined)
  -2, -3.1%
COc1cccc(NC(=O)C(c2ccccc2)N2CCN(c3ccccn3)CC2)c1 (centres undefined)
  10, -0.2%
Cc1cc(-c2ccco2)n(CC(=O)NCCN(C)C)n1
  -13, 3.9%
CSc1nncc(-c2ccccc2)n1
  0, 2.9%
CCCCNc1cc(C(=O)O)cc(S(N)(=O)=O)c1Oc1ccccc1
  /, 4.6%
Cn1cc(CNC(=O)c2sc3cccc(Cl)c3c2Cl)cn1
  /, 3.2%
CCCOC(=O)c1ccc(Oc2cn[nH]c2-c2ccc(OCC(=O)NN)cc2O)cc1
  11, -2.4%
Cc1cccc(NC(=O)CSc2nnc(NC(=O)CN3CCCCC3)s2)c1
  /, 7.5%
Cc1nc2oc3c(NCC4CCCO4)ncnc3c2c2c1COC(C)(C)C2 (centres undefined)
  6, 1.6%
Cn1cccc1/C=C1\SC(=S)N(NC(=O)c2ccc(Cl)cc2)C1=O
  4, -0.6%
CC(C)NOC(=O)c1ccc(Cl)cc1
  5, -5.1%
O=S(=O)(c1ccc2ccccc2c1)N1CCN(C(=S)Nc2ccc(F)c(Cl)c2)CC1
  5, -0.7%
COc1cc(/C=N/Nc2nc(=O)[nH]nc2C)cc([N+](=O)[O-])c1O
  14, 2.2%

High-throughput results: PubChem, several laboratories
